RMI-FANCM inh: blocks RMI1/RMI2 complex binding to FANCM MM2 peptide; FP signal (polarization) at 33 µM; Fluorescence polarization, RMI core complex with F-MM2 peptide; active compounds read low; 0.58% of 70,000 active; AID 1159607; in the data active = FP signal below about 40; also: inactives centre near 61; strong numbers were not always called active; unit not given here
Active calls of the source: *; & = joins results of further samples. An excerpt; count on the stated rates, not on these rows.

SMILES	RMI-FANCM inh
Cc1ccc(C(CNC(=O)c2ccccc2Br)N2CCN(C)CC2)cc1 (configuration not stated)	54
CCCCOc1ccccc1-c1cc2c(SCC(=O)Nc3ccc(C(C)=O)cc3)nccn2n1	109
COc1ccccc1-c1nnc(SCC(=O)Nc2ccccc2C(F)(F)F)n1-n1cccc1	55
CCCCN1CCCCC1C(=O)Nc1c(C)cccc1C (configuration not stated)	56&56
O=C(NC(Nc1ncccn1)C(Cl)(Cl)Cl)c1ccco1 (configuration not stated)	89
Cc1nc2c(ccc3nc(NC(=O)CCCS(=O)(=O)c4ccc(F)cc4)sc32)s1	66
Cc1ccc(NC(=O)c2c(O)c3ccccc3n(-c3ccccc3)c2=O)c(C)c1	70
O=C(Nc1ccc2c(c1)OCO2)N1CCN(c2ccc3nnc(C4CC4)n3n2)CC1	69
O=C(NCc1cccs1)C(=O)Nc1cc(F)ccc1F	58
CCOC(=O)NC(=S)N(C)C	46
COc1cccc(N2CC(NC(=O)N3CCN(c4ccc([N+](=O)[O-])cc4)CC3)CC2=O)c1 (configuration not stated)	63
CCOc1cc(-c2ccc(C)cc2)nc2ccc(C(=O)N3CCC(C(N)=O)CC3)cc12	59
Cn1ccc(C(=O)Nc2nnc(-c3cc4ccccc4o3)o2)n1	67
O=C(O)CCC(=O)Nc1ccccc1SC(F)(F)F	66
CCOC(=O)CNC(=O)CSc1nc2ccccc2c(=O)[nH]1	49
N#Cc1ccc(N2CCS(=NC(=O)Nc3ccc(Cl)cc3)CC2)c([N+](=O)[O-])c1	54
CC(C)(C)NC(=O)Nc1ccccc1SCCC#N	57
CCC(=O)Nc1ccc(C(=O)NCCNC(=O)NCc2ccc(F)cc2)cc1	67
CC(C)(C)C(=O)Nc1nc2cc3c(cc2s1)OCO3	57
COC(=O)CNC(c1ccccc1)c1cc(C)ccc1N (configuration not stated)	62
O=S(=O)(c1ccc(F)c(Cl)c1)N1CCN(c2ccc(-c3ccccc3)nn2)CC1	70
COc1ccc(S(=O)(=O)NCCCn2ncccc2=O)cc1	64
Cc1[nH]oc(=O)c1C=Nc1ccccc1	59&57
COc1cccc(CNC(=O)CSc2ccc(NC(=O)c3cccc(F)c3)nn2)c1	67
CC1CCCCN1c1ccc(N2CCN(C(=O)C3CCCCC3)CC2)nn1 (configuration not stated)	50
SMILES	RMI-FANCM inh
COCCN1CCC(CNC(=O)C(=O)NC2CCCCC2)CC1	77
CN1C(=O)c2cccc3c(S(=O)(=O)N4CCCC4C(=O)O)ccc1c23 (configuration not stated)	70
COc1cc(NS(=O)(=O)c2ccc3ccccc3c2)ccc1N1CCCCC1=O	52
CS(=O)(=O)N1CCC(c2nn(CC(=O)Nc3cc(F)ccc3F)c(=O)n2-c2cccs2)CC1	61
Nc1ncc(Br)cc1[N+](=O)[O-]	56&53
C=CCNC(=S)Nc1cccc(NC(=O)CC(NCc2ccco2)C(=O)O)c1 (configuration not stated)	56
O=C1C=CC2=C3c4cc(O)c(O)cc4C[C@@]3(O)COC2=C1	53
CCS(=O)(=O)N1CCc2ccc(NS(=O)(=O)c3ccc(OC)c(Cl)c3)cc2C1	66
O=C(NCC(c1ccsc1)N1CCc2ccccc2C1)Nc1cccs1 (configuration not stated)	64
O=C(NCCc1ccc(N2CCCC2)cc1)c1cccs1	71
CC(C)C(NC(=O)NC12CC3CC(CC(C3)C1)C2)C(=O)O (configuration not stated)	57
O=C(Nc1ccc(OC(F)(F)F)cc1)Nc1cccnc1	67
COC(=O)c1cc(S(=O)(=O)N2CCN(c3ccc(OC)cc3)CC2)oc1C	48
CCc1cccc(NC(=O)CSc2nc3c(sc(=S)n3-c3ccc(C)cc3)c(=O)n2C)c1	73
CC(=O)c1ccc(NC(=O)Cc2csc(SCc3ccc(Cl)cc3)n2)cc1	102
O=C(NCc1ccco1)c1n[nH]nc1Nc1cccc(F)c1	61
Cc1cc(C)cc(NC(=O)Cn2cnc3c(sc4cccc(F)c43)c2=O)c1	116
CCCc1c(SC(=O)N(C)C)ccc2c(C)cc(=O)oc12	61
O=C1CNC(=S)N1Cc1ccc(F)cc1	56
CC(CC(=O)O)n1cnc2ccccc21 (configuration not stated)	65
Cc1cc(C)c(NC(=O)c2c(C)cc(C)cc2C)c(C)c1	65
CSc1ccc(-c2noc(Cn3ccn4nc(-c5ccc(F)cc5)cc4c3=O)n2)cc1	107
Cn1nc(-c2cccc(NC(=O)Nc3cccc(Cl)c3)c2)ccc1=O	71
CCOC(=O)C1CCN(S(=O)(=O)c2ccc(-c3ccno3)s2)CC1	50
O=C(CSc1ncc(-c2ccc(Cl)cc2)o1)N1CCN(c2ccc(F)cc2)CC1	72

Seven structures from above, arranged by molar mass, falling:
SMILES	RMI-FANCM inh
CCS(=O)(=O)N1CCc2ccc(NS(=O)(=O)c3ccc(OC)c(Cl)c3)cc2C1	66
O=C(NCC(c1ccsc1)N1CCc2ccccc2C1)Nc1cccs1 (configuration not stated)	64
Cc1cc(C)cc(NC(=O)Cn2cnc3c(sc4cccc(F)c43)c2=O)c1	116
CN1C(=O)c2cccc3c(S(=O)(=O)N4CCCC4C(=O)O)ccc1c23 (configuration not stated)	70
O=C(Nc1ccc(OC(F)(F)F)cc1)Nc1cccnc1	67
Cc1cc(C)c(NC(=O)c2c(C)cc(C)cc2C)c(C)c1	65
Nc1ncc(Br)cc1[N+](=O)[O-]	56&53

Continued:
SMILES	RMI-FANCM inh
O=C(COc1coc(CN2CCCc3ccccc32)cc1=O)Nc1cccc([N+](=O)[O-])c1	52
COc1ccc(CC(=O)Nc2nnc(C)s2)cc1OC	63
Cc1csc(Nc2ccccc2)[n+]1C	55
Cc1ccc(NC(=O)C(=O)NCC2CCN(Cc3cccs3)CC2)cc1	84
O=C(Cc1cccs1)NCc1nnnn1C1CCCCC1	56
CC(CO)(CO)NC(=O)Cc1cc(=O)[nH]c(=O)[nH]1	43
O=C(CC1CCCCN1S(=O)(=O)c1cccs1)NCCC(c1ccccc1)c1ccccc1 (configuration not stated)	71
COC(=O)c1ccccc1NC1=NCCS1	58
O=C(CN(c1ccc(F)cc1)S(=O)(=O)c1cccnc1)NCCc1ccccc1	70
CCn1c(Cc2nnc(SCc3ccc(Cl)c(Cl)c3)n2CC)nnc1SCc1ccc(Cl)c(Cl)c1	56
Cc1cc(C)c(S(=O)(=O)NCC2CCN(Cc3cccs3)CC2)cc1C	79
CSc1cccc(C(=O)N(Cc2cccnc2)c2nc3ccc(S(C)(=O)=O)cc3s2)c1	73
NNCCN1CCOCC1	68
CNC(=O)C(=O)Nc1cc(Cl)ccc1C#N	65
Cc1cc(SCc2ccc3c(c2)OCO3)nc2ccccc12	73
O=C(N/N=C\c1cc(Br)ccc1O)c1cccc([N+](=O)[O-])c1	59
COc1ccc(/C=C/C(=O)NC2CCS(=O)(=O)C2)cc1 (configuration not stated)	56
O=C(NCCn1ncccc1=O)c1c(F)cccc1F	63
Cc1nnc(SCC(=O)c2ccc(F)cc2)n1-c1ccc(OCc2ccccc2)cc1	66
FC(F)(F)c1ccc(-c2nnc(-c3ccc4c(c3)OCO4)o2)cc1	63
Cc1ccc(NC(=O)Cn2ncn3nc4c(c3c2=O)CCCC4)c(C)c1	71
CCc1cccc2sc(N3CCN(C(=O)c4cc([N+](=O)[O-])ccc4Cl)CC3)nc12	54
Cc1ccc(-c2ccc(=O)n(CC(=O)N3CCCC3)n2)cc1C	56
COc1cc(S(=O)(=O)NCc2ccc3c(c2)OCO3)c(C)cc1C	60
Cc1ccc(-c2nc(CSc3nc(C(F)(F)F)cc(=O)[nH]3)c(C)o2)cc1	60

Overlap with the part before: five entries; new compounds follow.
SMILES	RMI-FANCM inh
Cc1ccc(NC(=O)Cn2ncn3nc4c(c3c2=O)CCCC4)c(C)c1	71
CCc1cccc2sc(N3CCN(C(=O)c4cc([N+](=O)[O-])ccc4Cl)CC3)nc12	54
Cc1ccc(-c2ccc(=O)n(CC(=O)N3CCCC3)n2)cc1C	56
COc1cc(S(=O)(=O)NCc2ccc3c(c2)OCO3)c(C)cc1C	60
Cc1ccc(-c2nc(CSc3nc(C(F)(F)F)cc(=O)[nH]3)c(C)o2)cc1	60
Cc1nc2c(SCc3cccnc3)nnc(-c3ccccc3)c2s1	56
CC1(C)CC(=O)C2=C(C1)OC1=C(C(=O)CC(C)(C)C1)C2c1ccc(O)cc1	50
Cn1c(=O)cc2c3c(c(N4CCOCC4)ccc31)C(=O)c1ccccc1-2	41
O=C1c2cccc3cccc(c23)C(=O)N1CCN1CCN(C(=S)Nc2ccc(Cl)cc2F)CC1	58
O=C(NNC1=Nc2ccccc2SC1)c1ccccc1F	55
CCOc1ccc(NC(=O)CC2CCCCN2S(=O)(=O)c2ccc(F)cc2)cc1 (configuration not stated)	68
O=C(OCc1ccc([N+](=O)[O-])cc1)C1CCN(S(=O)(=O)c2cccc3cccnc23)CC1	56
Cc1cc(C)cc(NC(=O)CC2SC(=Nc3ccc(C4CCCCC4)cc3)NC2=O)c1 (configuration not stated)	61
O=[N+]([O-])c1cc(-c2nc(-c3ccccc3)c3ccccn23)cc([N+](=O)[O-])c1	60
Cc1cc(Cl)ccc1OCC(=O)N/N=C\c1ccco1	60
O=C(O)/C=C\C(=O)Nc1cccc(F)c1	60
Cc1cc(NC(=O)CSc2nnc(NC(=O)Nc3ccc(F)cc3)s2)no1	55
CC12CCC3C(CC3(C)C)C(C)(CCC1=O)O2 (configuration not stated)	64
CCN1C(=O)c2cccc3c(S(=O)(=O)N4CCN(c5ccccc5F)CC4)ccc1c23	58
O=S(=O)(c1ccc(Br)s1)N1CCN(Cc2ccccc2)CC1	55
Cc1ccccc1NC(=O)CSc1ncc(S(=O)(=O)c2ccc(Br)s2)c(N)n1	108
O=C(Cc1cc(=O)[nH]c(SCc2ccccc2)n1)N1CCN(c2ncccn2)CC1	75
COc1cccc(Cn2c(SCC(=O)NCCc3ccccc3)nc3c(oc4ccccc43)c2=O)c1	63
COc1ccc(-c2cn[nH]c2N)cc1OC	58
Cc1c(C(=O)Nc2ccc(Cl)cc2)sc2cc(C(C)(C)C)sc12	55
CCOC(=O)c1cnn(-c2ccccc2)c1NC(=O)Nc1cccc(Cl)c1	52
CSc1nnc(SC)n1CCNS(=O)(=O)c1cccc(Cl)c1	55
CSc1cccc(NC(=O)Cn2cnc3c(sc4cccc(F)c43)c2=O)c1	174
CN1CCN(Cc2ccc(NC(=O)Nc3cccs3)cc2)CC1	47
Cc1ccc2c(c1)N(C)C(=O)c1cc(NS(=O)(=O)CBr)ccc1O2	58

An excerpt of these results, field by field:
SMILES: Cc1ccccc1NC(=O)CSc1ncc(S(=O)(=O)c2ccc(Br)s2)c(N)n1
  RMI-FANCM inh = 108

SMILES: CCN1C(=O)c2cccc3c(S(=O)(=O)N4CCN(c5ccccc5F)CC4)ccc1c23
  RMI-FANCM inh = 58

SMILES: O=C(O)/C=C\C(=O)Nc1cccc(F)c1
  RMI-FANCM inh = 60

SMILES: Cc1nc2c(SCc3cccnc3)nnc(-c3ccccc3)c2s1
  RMI-FANCM inh = 56

The list continues.
SMILES	RMI-FANCM inh
CCOc1ccccc1NC(=O)c1ccc(=O)n(C)n1	62
CCN(CC)CCN(C(=O)C1CC1)c1nc2ccccc2s1	59
CC1CCc2c(sc3ncnc(Oc4ccc5ccccc5c4)c23)C1 (configuration not stated)	78
C=CCn1c(SCC(=O)c2c(C)[nH]c3ccccc23)nc2scc(-c3ccc(C)o3)c2c1=O	77
CCC(=O)Nc1nnc(-c2cc(C)nn2C)o1	70
CCc1ccccc1NC(=O)CSc1ncc(-c2cccc(Br)c2)o1	88
Cc1cc(NC(=O)c2cc(C)on2)n(-c2nc3ccc(F)cc3s2)n1	65
CCCS(=O)(=O)N1CCN=C1SCc1cccc([N+](=O)[O-])c1	59
Cc1cc(NC(=O)c2ccc(S(=O)(=O)N3CCc4ccccc4C3)cc2)n(C)n1	59
N#C/C(=C\c1c[nH]c2ccc(Br)cc12)C(=O)N1CCOCC1	58
COC(=O)c1[nH]c(C)c(C(O)=C2C(=O)C(=O)N(CCN(C)C)C2c2ccccc2F)c1C (configuration not stated)	60
COc1cc2ccccc2cc1C(=O)N(CCN(C)C)c1nc2ccc(Br)cc2s1	92
CCCc1cc(=O)n2c(n1)SCC2CC(=O)Nc1ccc(F)cc1 (configuration not stated)	65
CCn1ccnc1N1CCN(C(=O)/C=C\c2ccccc2)CC1	59
O=c1oc2ccccc2c2c1Sc1ccccc1N2	53
COc1ccc(-c2cn3c(CC(=O)Nc4ccccc4C(N)=O)csc3n2)cc1	63
O=C(Nc1ccc2sccc2c1)C1COc2ccccc2O1 (configuration not stated)	58
CCOC(=O)c1cc(C)nc(Sc2ccccc2Cl)n1	58
O=C(CCCc1ccccc1)NCCOc1ccccc1	60
O=C(/C=C/c1cccs1)Nc1nc2c(cc3c4c(cccc42)CC3)s1	109
O=C(Cc1ccccc1)Oc1cc2ccccc2cc1OC(=O)Cc1ccccc1	60
CCOc1cc(C(=O)N(CC(C)C)C2CCS(=O)(=O)C2)cc(OCC)c1OCC (configuration not stated)	53
COc1ccc(NC(=O)Nc2cccc(NC(=O)Nc3ccc(OC)cc3)c2F)cc1	54&47
CN1CCN(C2Cc3ccccc3Sc3ccc(Cl)cc32)CC1 (configuration not stated)	75
O=C(CSc1nc2ccccc2[nH]1)N/N=C(/c1ccccc1)C(O)c1ccccc1 (configuration not stated)	57
SMILES	RMI-FANCM inh
O=C(COc1ccccc1)Oc1ccc2nc(N3CCN(c4ccccc4)CC3)sc2c1	81
Cc1cnc2c(c1N1CCN(C(=O)c3ccco3)CC1)c(=O)n(CC(=O)NC(C)C)c(=O)n2C	63
CCCCCN=C(N)NN=Cc1c[nH]c2ccc(OC)cc12	73
Cc1c(-n2c(-c3ccccc3)cs/c2=N/N=C/c2ccccc2Cl)c(=O)n(-c2ccccc2)n1C	73
CCOC(=O)c1cc(NC(=O)Nc2ccccc2OC)c(C)nc1C	58
O=C(NCCO)c1cc2ccccc2c(=O)s1	56
CCn1nc(C)cc1C(=O)Nc1ccc(OC)cc1	68
CCc1ccc(NC(=O)CN2CCCC(c3nc4ccccc4[nH]3)C2)cc1 (configuration not stated)	59
CCOc1ccc(C)cc1S(=O)(=O)NCC1CCN(Cc2cccs2)CC1	73
COc1ccccc1C(=O)NCc1ccc2[nH]c(C)cc2c1	57

Screening results (PubChem)
